# VCAM1 TNFa inh: reduces TNF alpha induced VCAM1 expression in HUVEC; HUVEC TNFa-induced VCAM-1 immunofluorescence, high-content imaging; inhibition, % at 2 µM; 0.48% of 95,000 active; AID 802;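 active = inhibition above the batch mean plus 3 SD, with images confirmed as a hit by eye, cut at about 37% in these data; inconclusive = inhibition above that limit but hit not confirmed in images; inactive = inhibition not above that limit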;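 note: 0% = TNF-stimulated DMSO wells and 100% = unstimulated control wells; not every result past the cut was called active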
# FAK inh: blocks human focal adhesion kinase activity | Q05397 | biochemical FAK kinase activity assay | inhibition, %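 (tested at 7 µM)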 | 0.84% of 97,000 active | AID 727; in the data active = inhibition above about 19%;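 note: 0% = DMSO and 100% = reference compound high control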
# IL1B cytotox: toxic to HUVEC cells under IL-1B stimulation. HUVEC cell count loss, Hoechst imaging, IL-1B stimulated. cell count reduction, % at 2 µM. AID 845. 0.41% of 94,000 active;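 active = cell count reduction more than 3 SD above the screen-wide mean, cut at about 70% in these data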;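 note: normalized per plate to untreated control cells as the no-loss baseline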
# PTPN22 inh 2: LYP (human) phosphatase inhibition; recombinant LYP catalytic domain, DiFMUP fluorescence; inhibition, % at 2 µM; 0.21% of 96,000 active; AID 640;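 active = inhibition at 2 µM at or above a set limit, the screen mean plus 3 SD, cut at about 24% in these data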;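 note: 0% = DMSO with enzyme and 100% = enzyme fully blocked by orthovanadate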
# ERa coact inh: blocks coactivator binding to human estrogen receptor alpha. 1.7% of 86,000 active. inhibition, % at 25.6 µM. P03372. TR-FRET ER-alpha LBD / SRC-1 peptide, estradiol-bound; in the data active = inhibition above about 50%;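 note: 0% = receptor plus peptide control and 100% = peptide only without receptor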
# Target sequence (P03372 whole entry, looked up, the tested form may be a part): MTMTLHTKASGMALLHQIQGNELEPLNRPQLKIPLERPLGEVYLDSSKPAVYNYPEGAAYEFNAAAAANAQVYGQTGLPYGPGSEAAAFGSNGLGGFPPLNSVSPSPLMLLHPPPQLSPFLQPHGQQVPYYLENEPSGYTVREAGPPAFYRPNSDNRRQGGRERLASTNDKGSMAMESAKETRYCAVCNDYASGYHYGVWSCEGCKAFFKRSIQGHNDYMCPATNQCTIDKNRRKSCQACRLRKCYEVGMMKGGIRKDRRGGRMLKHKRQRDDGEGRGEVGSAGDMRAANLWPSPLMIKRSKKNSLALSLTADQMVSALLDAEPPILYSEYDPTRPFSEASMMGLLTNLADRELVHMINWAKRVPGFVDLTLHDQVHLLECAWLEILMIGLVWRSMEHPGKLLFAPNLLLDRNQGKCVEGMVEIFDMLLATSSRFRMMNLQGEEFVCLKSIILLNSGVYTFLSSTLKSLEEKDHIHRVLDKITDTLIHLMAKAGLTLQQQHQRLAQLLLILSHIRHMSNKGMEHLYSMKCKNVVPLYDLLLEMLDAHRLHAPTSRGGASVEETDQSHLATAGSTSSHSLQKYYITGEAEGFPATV
# HUVEC tox TNFa: HUVEC cytotoxicity counter-screen, TNF alpha stimulated; 0.17% of 93,000 active; HUVEC TNFalpha-stimulated, Hoechst cell count, imaging; cell count reduction, % at 2 µM;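 active = cell count reduction exceeding the screen mean by over 5 SD, scaled to untreated wells per plate, cut at about 78% in these data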;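 note: cells counted after 24 h of TNF alpha exposure following the 1 h pretreatment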
# LYP act: increases human PTPN22 phosphatase activity. AID 697. activation, % at 2 µM. 0.11% of 96,000 active. recombinant LYP, DiFMUP fluorescence; 0 = plate median, 100 = signal doubled;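 active = activation at 2 µM above a set limit, the mean plus 5 SD, cut at about 37% in these data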
# cytoskel mod: cytoskeleton assembly modification; inhibition, % at 2 µM; HUVEC TNFa F-actin phalloidin imaging, high content; 0.18% of 91,000 active;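 active = inhibition above the batch mean plus 3 SD and confirmed as a hit by visual image inspection, cut at about 30% in these data, passing the limit was not always enough; inconclusive = above the inhibition threshold but rejected on visual inspection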; note: strong numbers were not always called active
# Pyk2 oligo antag: antagonists of human Pyk2 oligomerization | Q14289 | Q293 cells, Pyk2 FERM NanoBiT luminescence; stronger effect = lower value | z-score (the deposit names both 25 µM and 10 µM) | 0.83% of 99,000 active;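 active = Z-score of -3 or lower, scaled per plate to the spread of control and sample wells; inactive = z-score above -3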;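 note: negative z-score means lost luminescence so less FERM oligomerization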
# Numbers without * were called inactive; u = inconclusive; x = not tested or not shown; [ ] = another dose, or the depositor's remark.
SMILES,VCAM1 TNFa inh,FAK inh,IL1B cytotox,PTPN22 inh 2,ERa coact inh,HUVEC tox TNFa,LYP act,cytoskel mod,Pyk2 oligo antag
Clc1ccc(-c2noc(CCCc3ccccc3)n2)cc1,4,1,-17,1,-10,8,-2,-7,1.1
COc1ccc(N2CCN(C(=O)c3ccc(NS(=O)(=O)c4ccc(F)cc4)cc3)CC2)cc1,0,-1,0,-12,-4,-25,8,1,0.84
COc1ccc(N=Cc2sc3ccccc3c2Cl)cc1,23,2,-15,-3,x,14,6,7,-0.53
CC12C(=O)N(CCC(=O)O)C(=O)C1C1C=CC2C1 (configuration not stated),-11,-1,-37,-2,16,2,-1,0,-0.26
Cc1nc2ncnn2c(C)c1Cc1c(Cl)cccc1Cl,-9,-1,12,-4,14,-5,3,-5,0.4
CCn1cc(SCC(=O)N2CCc3ccccc32)c2ccccc21,12,4,-85,-1,-3,-28,-1,0,x
Nc1cccc(-n2nncc2-c2ccccc2)c1,16,4,-21,-5,-3,-10,3,-19,-0.17
O=C(CN(c1ccccc1F)S(=O)(=O)c1ccccc1)NC1CCCCCC1,-14,3,-7,2,-5,-24,0,-8,-2.7
FC(F)(F)c1cnc(Sc2nc3nccc(-c4ccc(Cl)cc4)n3n2)c(Cl)c1,11,4,-4,4,x,-6,0,12,-0.87
CCCn1c(CCC(=O)O)ccc1-c1cccs1,-10,-5,-15,4,-32,-31,-6,15,-0.05
CC(C)c1ccc(C(C(=O)NC(C)(C)C)N(C(=O)CNC(=O)c2ccco2)c2cccnc2)cc1 (configuration not stated),1,0,-15,4,-2[fluorescence artefact?],-6,-2,8,0.28
O=C1CC(CCC(=O)NC2CC2)c2ccccc2N1 (configuration not stated),10,1,-3,4,-35,-26,-6,-1,0.23
Cc1cc(=O)oc2cc(OCc3nnc(-c4ccccc4Br)o3)ccc12,-4,10,7,0,47,8,-3,-26,-0.01
COCCNC(=O)CN1CCC(NC(=O)C(C)(C)C)CC1,6,-4,-39,6,x,3,-4,7,-0.23
COC(=O)c1ccc(NC(=S)Nc2ccccc2)cc1,-6,4,-23,3,x,11,1,-3,-0.47
CCOC(=O)c1cnc2cc(-c3ccc(C(C)(C)C)cc3)nn2c1N,-14,2,3,9,x,-30,-4,9,0.09
C=CCOc1cc(C)nc(-c2ccccc2O)n1,-18,2,7,-6,-1,-2,2,x,-0.34
Nn1c(SCc2ccccc2)nnc1-c1ccco1,-2,0,-5,-9,1,-5,6,0,x
CCc1cccc(NS(=O)(=O)c2c(C)n[nH]c2C)c1,12,-1,-12,3,-10,-13,-1,7,-2
COc1ccc(C(CC(=O)c2ccccc2)S(=O)(=O)c2ccc(C)cc2)cc1 (configuration not stated),18,2,-17,7,x,-2,-4,-40,0.28
Cc1ccnc(NC(=S)NC(=O)/C=C/c2ccco2)c1,13,-2,-7,18,2,-2,-17,-23,0.14
CC1=C(C(=O)NCc2ccco2)C2(CCC(C)CC2)OC1=O (configuration not stated),1,-8,-5,6,1,5,-7,-26,x
CC(C)(C)NS(=O)(=O)c1ccc(CCC(=O)NCc2ccco2)cc1,24,1,-1,-2,2,-8,3,-2,2.5
Cc1ccc(N2CC(C(=O)N3CCN(c4ccccc4)CC3)CC2=O)cc1 (configuration not stated),8,1,14,-4,-27,-22,5,-15,0.77
CCCNC(=O)COc1ncnc2sc(C)c(C)c12,1,-1,-9,11,x,-25,-10,17,-0.03

# Remaining list, next part:
SMILES,VCAM1 TNFa inh,FAK inh,IL1B cytotox,PTPN22 inh 2,ERa coact inh,HUVEC tox TNFa,LYP act,cytoskel mod,Pyk2 oligo antag
Cn1c(=O)cc(OCCCC(=O)NCc2ccco2)c2ccccc21,19,0,0,-17,x,6,20,10,1
NC(N)=N/N=C/c1ccc(OCc2ccc(Cl)cc2)cc1,23,2,-44,6,x,-21,-2,0,-1.2
CCN(CC)C(=O)c1cnn(-c2ccccc2)c1NC(=O)c1ccccc1F,4,-1,-21,-18,-5,-11,18,-1,-0.64
COc1ccc(C2CC(c3cc(OC)ccc3OC)n3nnnc3N2)cc1 (configuration not stated),x,0,x,13,-2,x,-12,x,-1.2
Cc1cnn(C(=S)NCc2ccc(Cl)cc2)c1,0,-3,4,14,-2,-13,-11,-2,x
CCCCn1c2nc3ccccc3nc2c2c(=O)n(CCC(C)C)cnc21,11,4,2,6,-1,-31,-7,-6,0.69
CC(NC(=O)CSc1n[nH]c(=O)n1C1CC1)C12CC3CC(CC(C3)C1)C2 (configuration not stated),18,-5,8,-4,7,-11,1,3,-1.3
CCOC(=O)c1c(NC(=O)CSc2nnc(C)s2)sc2c1CCC(CC)C2 (configuration not stated),2,3,-21,8,-8,-18,-10,-4,-2
Fc1ccc(Cl)cc1/C=N/n1cnnc1SCc1ccccc1,-10,0,8,-10,-6,-21,9,-6,0.24
O=C(C1=C(O)C(=O)N(CCOCCO)C1c1cccs1)c1cccs1 (configuration not stated),7,0,-34,-12,-12,-22,10,6,0.23
CCC(C)NC(=O)C1CCC(=O)N(c2ccc3c(c2)OCO3)C1c1ccc(OC)cc1 (configuration not stated),20,-2,-19,3,x,-15,-6,-7,x
Cc1ccc(-c2nnn(CC(=O)N(CC(=O)NC3CCCCC3)c3cnc4ccccc4c3)n2)o1,-6,9,6,14,1,0,-10,1,1.6
COc1ccc(OC)c(Nc2ncnc3c2cnn3-c2cccc(C)c2)c1,0,-1,10,-10,-7,-8,10,-13,-1
COc1ccc(C(=O)NCc2cccnc2)cc1S(=O)(=O)N1CCOCC1,4,1,25,2,-4,7,-3,-11,-0.65
COc1ccc(C(=O)n2c(-c3ccco3)nc3ccccc32)cc1,10,-2,-2,4,-7,10,-4,-39,-0.55
Cc1cc(NC(=O)CSc2nnc(-c3cccs3)n2N)no1,21,1,3,7,10,-5,-3,-15,-0.37
Cn1c(=O)c2c(-c3ccccc3)n3c4ccccc4ncc3c2n(C)c1=O,-9,8,-24,0,-29,2,2,-28,x
O=P(OC1CCCCC1)(OC1CCCCC1)C(O)c1c(Cl)cccc1Cl (configuration not stated),0,8,x,-2,-11,-6,-1,-6,-1
CCOC(=O)c1cnc(-c2ccccc2)nc1Oc1cccc(Cl)c1,-7,1,-37,-8,x,2,12,13,0.24
CCNc1ccc(C(=O)OCC)cc1NC(=O)c1cccc(N(C)C)c1,-65,2,-8,-3,-5[fluorescence artefact?],-16,1,-17,-0.47
COc1ccc2[nH]c(=O)c(CN(CCO)C(=O)NCc3ccccc3)cc2c1,5,0,-10,4,1,-9,-3,11,0.39
CCCCCCCCCC(=O)N/N=C(\C)c1cccnc1,-18,1,-39,8,0,x,-8,4,1.5
NC(=O)C1CCN(C2CC(=O)N(Cc3cccs3)C2=O)CC1 (configuration not stated),1,-1,-17,6,2,-78,-5,x,0.36
Cc1cc(C)c2oc(-c3cccc(NC(=O)c4ccc(F)cc4)c3)nc2c1,16,0,24,-10,4,-10,11,5,0.52
S=c1[nH]nc(-c2cc(-c3ccco3)[nH]n2)n1-c1ccccc1Cl,3,6,x,-13,33,-6,10,0,1.1

# Further records
SMILES,VCAM1 TNFa inh,FAK inh,IL1B cytotox,PTPN22 inh 2,ERa coact inh,HUVEC tox TNFa,LYP act,cytoskel mod,Pyk2 oligo antag
CN(C(=O)c1ccncc1)C1CCS(=O)(=O)C1 (configuration not stated),6,1,-41,2,4,-48,-2,26,0.82
Cc1c(N=C2NC(=O)C(CC(=O)Nc3ccc(Cl)cc3)S2)c(=O)n(-c2ccccc2)n1C (configuration not stated),-2,1,26,3,-7,8,-3,-2,-0.45
Cc1ccc(-c2cc(C(=O)Nc3c(C#N)cnn3C)no2)cc1,7,2,-24,-7,-7,-32,3,-7,-0.09
CN(Cc1ccccc1)Cc1nc2c([nH]1)c(=O)[nH]c(=O)n2C,7,-3,17,-7,x,-2,4,-10,0.66
CCn1nc(C)c(NC(=O)/C=C/c2ccc(OC)c(COc3ccc(Cl)cc3Br)c2)c1C,0,16,-2,8,95*[fluorescence artefact?],-16,-2,-31,0.86
Cc1nn(CC(O)COc2ccc3c(c2)CCC3)c(C)c1C (configuration not stated),21,0,-35,4,1[fluorescence artefact?],-10,-5,-18,0.03
CCOc1cccc(-c2nnc(SCC(=O)Nc3cc(OC)cc(OC)c3)n2N)c1,-7,5,5,-4,15,16,1,2,0.4
O=C(CSc1nnnn1-c1ccc(F)cc1)Nc1ccc(N2CCOCC2)c(Cl)c1,3,1,5,-6,8[fluorescence artefact?],-9,5,8,-1.7
CCc1nnc(N2C(=O)c3cccc4cccc(c34)C2=O)s1,12,-1,x,-8,-14,-18,8,-7,-0.98
O=C(O)/C=C/C(=O)NNC(=O)c1ccccc1Br,19,-3,-10,-6,x,6,10,7,0.32
COc1ccc(CCNC(=O)c2ccc3nc(-c4ccco4)c(-c4ccco4)nc3c2)cc1OC,-3,54*,11,9,90*[fluorescence artefact?],-44,-8,18,-0.99
CC(C)(C)C(=O)Nc1cc2nn(-c3ccccc3)nc2cc1Cl,-2,-1,-2,5,6[fluorescence artefact?],-17,-4,-1,-0.99
O=C(c1ccc(Cl)c(S(=O)(=O)NCc2ccco2)c1)N1CCN(c2ccc(F)cc2)CC1,-6,-2,-6,1,15,-31,2,7,0.01
CCOc1ccccc1NC(=O)CCC(=O)Nc1ccccc1OCC,10,3,17,5,4[fluorescence artefact?],-11,-1,-12,1.6
Cc1ccccc1NC(=O)CN1C(=O)S/C(=C\c2cccn2-c2cccc(C(=O)O)c2)C1=O,-8,-3,-34,-3,x,-6,8,9,-1
COc1ccc(C(O)c2nccn2C)cc1 (configuration not stated),13,0,-9,-2,5[fluorescence artefact?],2,2,x,0.79
O=c1c(Cc2ccc(F)cc2)c(O)ccn1Cc1ccc(Cl)cc1Cl,-6,-10,-22,8,x,3,-4,-21,-1.3
Cc1ccc(N2C(=O)CSC23C(=O)Nc2ccccc23)cc1 (configuration not stated),13,6,-8,-1,-5,51,-1,-46,-0.51
Cc1cccc(NC(=S)NC(=O)CCc2ccccc2)c1,7,0,-7,8,x,25,-3,21,1.3
CCN(CCC(=O)Nc1cc(OC)cc(OC)c1)Cc1ccccc1,9,2,-5,-1,1,-8,-1,-5,-0.42
CN1C=CC(=C2C(=O)c3ccccc3C2=O)C=C1,-5,15,-4,-1,-15,20,-1,-14,x
O=C(NCCN1CCOCC1)c1ccc2ccccc2n1,8,-1,-9,-2,-6,-26,3,16,0.31
O=C(NC(NC1CCS(=O)(=O)C1)C(Cl)(Cl)Cl)c1cccc(Cl)c1 (configuration not stated),-11,-4,-91,6,x,-29,-2,15,-0.21
O=c1[nH]c(CN2CCN(c3ccccc3)CC2)nc2ccccc12,x,2,x,2,5,x,-1,x,-0.2
COC(=O)CCC(=O)Nc1cccc(Br)c1,11,-2,13,1,-7,-40,0,u,0.38
CC(=O)NC1C(OCCOc2ccc(Cl)cc2Cl)OC(COC(C)=O)C(OC(C)=O)C1OC(C)=O (configuration not stated),28,-1,-56,1,x,-3,2,-4,1.3
COc1cc(OC)cc(C(=O)NC(=S)NCCc2ccccc2)c1,-57,0,0,-1,x,x,5,-18,-1.3
Cc1nc(SCC(=O)NC2CCCC2)[nH]c(=O)c1Cc1ccccc1,0,-3,-112,10,4[fluorescence artefact?],7,-10,8,0.18

# Results in IL1B cytotox and cytoskel mod, for two of the compounds above:
canonical_smiles	IL1B cytotox	cytoskel mod
Cc1nc(SCC(=O)NC2CCCC2)[nH]c(=O)c1Cc1ccccc1	-112	8
COC(=O)CCC(=O)Nc1cccc(Br)c1	13	u

# High-throughput results: PubChem, several laboratories
